Screening results from PubChem BioAssay.
CAL PDZ FP-1 = inhibitors of human CAL PDZ peptide binding. Q9HD26. purified CAL PDZ, TMR-peptide fluorescence polarization, 1 h. inhibition, % at 20 µM. 0.02% of 330,000 active. AID 504414;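 active means highest replicate inhibition of at least 40%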;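 further: plate controls were DMSO neutral control wells for no effect and unlabeled competitor peptide control wells for full effect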
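Read-out basis: mP drop reported as inhibition | Assay system: Tagged CAL PDZ protein CerCALP, purified | Benchmarks: Unlabelled peptide for full inhibition, DMSO wells as neutral | Schedule: 1 h incubation at room temperature before polarization reading | Buffer or medium: Sodium phosphate/NaCl buffer pH 7.4 with TCEP, IgG, Thesit | Doses: Single point, 20 µM | Measured by: Fluorescence polarization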
CAL PDZ FP-2 = CAL PDZ (human) peptide binding inhibition; Q9HD26; purified CAL PDZ, TMR-peptide fluorescence polarization, 1 h; inhibition, % at 24.9 µM; 0.92% of 300,000 active; AID 602252;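 active means mean inhibition of at least 30% with at least half of replicates also reaching 30%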;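 further: 0% = DMSO neutral control and 100% = excess unlabeled competitor peptide PRC23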
V-ATPase pHluor = regulators of yeast V-ATPase proton transport; S. cerevisiae, pHLuorin cytosolic pH fluorescence; response, % at 10 µM; 0.37% of 350,000 active; in the data active means response mostly above about 7.3%, no sharp cut-off; inactive means mostly below about 5.4%; further: actives read high; inactives centre near 0; some compounds called inactive have numbers as strong as hits
Cardiac RTF inh = cardiac RTF calcium desensitization; P19429+P45379; IANBD-labeled cardiac RTF, Ca2+ fluorescence; inhibition, % at 7.15 µM; 0.12% of 340,000 active;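 active means inhibition above the mean inhibition of all tested compounds plus 3 SD, cut at about 17% in these data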;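 further: assay run at fixed EC70 calcium of 1.6 mM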
NSD2 inh = NSD2 (human) methyltransferase inhibition | inhibition, % at 12.5 µM | 0.54% of 310,000 active | AID 743445 | NSD2 peptide methylation, AlphaScreen, 120 min | O96028; in the data active means inhibition above about 50%
Arr AP2 block = human beta-arrestin and AP2 interaction inhibition | FITC-arrestin peptide / GST-AP2 beads, flow cytometry; AP2 beta2 appendage carries R879A mutation | 0.31% of 340,000 active | inhibition, % at 10 µM | AID 504490;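 active means inhibition above a set limit, near 3 SD of compounds lacking own fluorescence, cut at about 54% in these data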;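 further: plate controls were DMSO wells for no effect and 5 µM unlabelled arrestin peptide for full effect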
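Measured by: flow cytometry, FL1 (488/535 nm); Material: AP2 appendage R879A on GSH beads; Evaluation: percent response; Timing: pre-incubation 12 min, peptide binding 1 h, room temperature; Also added: 50 nM FITC-arrestin peptide; Medium: PBS with 0.05% Tween 20 and 0.1% BSA.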
Keap1-Nrf2 PPI = disrupts human Keap1 binding to Nrf2 peptide; Q14145; Keap1 Kelch-Nrf2 peptide fluorescence polarization, 1536-well; inhibition, % at 9.4 µM; 0.15% of 340,000 active; AID 504523; in the data active means inhibition above about 12%;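 further: human Keap1 Kelch domain with fluorescein labeled Nrf2 9mer peptide probe; 0% = neutral control wells and 100% = peptide positive control; higher means more block of Keap1 binding to Nrf2 peptide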
DSG3 Ab inh = human desmoglein-3 autoantibody binding inhibition | P32926 | AID 588358 | 0.48% of 310,000 active | binding (percent of control), % at 10 µM | DSG3-coupled beads, scFv-anti-DSG3-GFP binding, flow cytometry; stronger effect = lower value;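 active means binding more than 3 SD below its plate's average and above zero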;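 further: hits lower antibody fragment binding to DSG3; some compounds called inactive have numbers as strong as hits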
DAGLB inh = blocks human DAGLB lipase activity. Q8NCG7. HEK293T DAGLB membrane lysate, EnzChek fluorogenic substrate. inhibition, % at 5.17 µM. 0.059% of 340,000 active; in the data active means inhibition above about 34%;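 further: 0% = enzyme with vehicle and 100% = wells lacking enzyme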
Target sequence (Q8NCG7 whole entry, looked up): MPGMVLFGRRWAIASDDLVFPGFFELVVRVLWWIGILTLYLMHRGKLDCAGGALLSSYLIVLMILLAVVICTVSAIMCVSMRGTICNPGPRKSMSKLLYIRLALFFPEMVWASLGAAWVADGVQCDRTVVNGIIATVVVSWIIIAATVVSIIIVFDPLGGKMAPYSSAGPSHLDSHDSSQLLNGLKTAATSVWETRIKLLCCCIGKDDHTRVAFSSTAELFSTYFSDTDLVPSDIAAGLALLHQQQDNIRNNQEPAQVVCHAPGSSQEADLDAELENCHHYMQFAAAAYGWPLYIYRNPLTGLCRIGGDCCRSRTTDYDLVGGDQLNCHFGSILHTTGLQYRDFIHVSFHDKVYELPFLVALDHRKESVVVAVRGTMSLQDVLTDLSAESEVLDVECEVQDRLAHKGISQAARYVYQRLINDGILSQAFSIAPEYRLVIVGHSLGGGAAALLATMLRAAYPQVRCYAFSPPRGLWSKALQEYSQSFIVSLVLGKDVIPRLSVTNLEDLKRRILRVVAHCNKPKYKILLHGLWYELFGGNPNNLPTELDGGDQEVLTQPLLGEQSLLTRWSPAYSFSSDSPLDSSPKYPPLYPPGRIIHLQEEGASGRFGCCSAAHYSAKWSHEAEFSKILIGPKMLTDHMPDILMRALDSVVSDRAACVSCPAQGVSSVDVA
LANA DNA inh = KSHV C-LANA DNA binding inhibition | MBP-C-LANA/FAM-LBS DNA binding, fluorescence polarization | inhibition, % at 9 µM | 0.078% of 340,000 active;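 active means highest replicate inhibition at or above 60% at 9 µM, even if other replicates fall short; inactive means all replicates below 60% inhibition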;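 further: 0% = neutral control wells and 100% = 4 µM acridine orange control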
* = called active by the depositor; x = not tested or not shown. A portion of the library; rates above refer to the full screens.

SMILES	CAL PDZ FP-1	CAL PDZ FP-2	V-ATPase pHluor	Cardiac RTF inh	NSD2 inh	Arr AP2 block	Keap1-Nrf2 PPI	DSG3 Ab inh	DAGLB inh	LANA DNA inh
Cc1ccc(NC(=O)c2ccc(CNS(=O)(=O)c3cccc(C(F)(F)F)c3)cc2)cc1	0.4	1	-4	3	0	5	0	105	-2	-1.1
CCOc1ccccc1N(CC(=O)NCCc1ccccc1)C(=O)CCC(=O)Nc1ccccn1	-2.7	-2	-2	0	2	-7	-1	100	2	0.9
Cc1ccc(NC(=O)NC2CCCCC2)cc1S(=O)(=O)N1CCOCC1	-0.1	-5	-1	22*	5	40	-4	100	-1	0.1
CCCCn1nc(CC(=O)O)c2ccccc2c1=O	-2.4	x	-7	-9	-4	-1	7	96	-2	0.8
Cc1ccc(S(=O)(=O)/N=C(\N)Nc2nc(C)c3cc(C)c(C)cc3n2)cc1	-2.2	5	5	0	0	2	-1	101	1	0.5
COC(=O)C1=C(N)Oc2cc(C)n(Cc3cccnc3)c(=O)c2C1c1ccc(OC)c(OC)c1 (centres undefined)	0.1	-2	1	-11	3	14	3	105	2	-0.1
COc1ccc(/C=C/C(=O)Nc2cccc(F)c2)cc1S(=O)(=O)N1CCOCC1	-0.4	2	1	-2	-1	15	-3	114	1	2.1
O=C(NC1CCCCC1)C1CCN(S(=O)(=O)N2CCCCCC2)CC1	x	-3	-2	-8	-6	1	-1	105	-2	0.0
Cc1ccc(S(=O)(=O)N2CCN(C(=O)N3CCOCC3)C2C(C)C)cc1 (centres undefined)	-0.8	-5	3	2	-2	-2	-1	x	0	0.6
COc1ccc(C2CC(=O)n3c(nc4ccccc43)S2)cc1OC (centres undefined)	-1.4	0	-3	4	-2	17	6	104	-2	-1.5
CCc1cc(=O)oc2cc(C)cc(OC(C)C(=O)O)c12 (centres undefined)	0.1	x	2	-2	-3	0	-4	105	-1	-0.2
Cc1c(NC(=O)C2CCCN2S(=O)(=O)c2ccc(Cl)cc2)c(=O)n(-c2ccccc2)n1C (centres undefined)	-0.9	11	-8	4	-2	7	5	106	0	-0.6
Cc1ccc2[nH]c3nc(NN)nnc3c2c1	2.2	-4	1	1	-1	29	-1	105	-2	-0.8
COc1ccc2[nH]c3c(c2c1)CCNC3C1CC=C(C)CC1 (centres undefined)	0.3	x	1	-5	10	16	-2	101	-3	-0.6
COc1cc2nc(C3CCC3)nc(N3CCN(c4ccccc4OC)CC3)c2cc1OC	-0.1	-7	7	-2	2	1	-5	103	-4	2.9
CS(=O)(=O)N1CCc2cc(S(=O)(=O)N3CCN(Cc4ccc5c(c4)OCO5)CC3)ccc21	-2.5	-2	-6	0	3	12	-1	101	-3	0.4
Cc1ccc2c(C)c(C(=O)N3CCN(C4CCS(=O)(=O)C4)CC3)oc2c1C (centres undefined)	-0.3	x	1	0	3	6	2	x	-3	0.3
CCOC(=O)NC1(Nc2ccc(C)cc2)Oc2ccccc2O1	-0.6	-1	0	-2	2	7	-4	100	0	-0.4
CCOC(=O)C(NCCOC)(NC(C)=O)C(F)(F)F (centres undefined)	-0.4	-3	-3	1	-2	-24	-2	x	0	-0.5
c1ccc2c(c1)Nc1cc3ccccc3cc1S2	0.4	-5	-1	-4	3	-2	-4	x	0	0.7
COc1cc(OC)c(OC)cc1/C=C1\Oc2cc(OCC(=O)N3Cc4ccccc4C[C@H]3C(=O)O)ccc2C1=O	1.4	-1	-2	-66	x	3	-88	113	-67	-31
O=C(COC(=O)C1(c2ccccc2F)CCCC1)NC1CCS(=O)(=O)C1 (centres undefined)	0.1	-1	-7	-13	-4	6	-1	104	1	1.1
Cc1ccc(-c2nnc(Nc3ccc(CC(N)=O)cc3)c3ccccc23)cc1S(=O)(=O)NCCO	-3.7	-7	0	0	1	23	-1	108	-3	-1.2
CCCNC(=O)NC(=O)COC(=O)/C=C/c1cc(Br)ccc1F	-2.1	-2	-5	3	-1	-41	-5	109	-1	1.2
COc1ccccc1CNn1c(-c2cccc(C)c2)nc2ccccc2c1=O	-2.5	-4	5	-6	-3	34	0	115	-9	-0.1
S=C(Nc1ccc(Cl)cc1)c1nc2ccccc2s1	1.9	12	0	-4	-1	44	5	112	5	-0.7
CCOCC(=O)N1CCN(c2ccc([N+](=O)[O-])cc2)CC1	-2.0	1	-6	-7	29	10	-2	119	1	11
COC(=O)COc1ccc(S(=O)(=O)N2CCN(c3ccc(OC)cc3)CC2)cc1	-0.3	11	-2	-8	6	1	3	98	4	0.0
C=C(C)c1cccc(C(C)(C)NC(=O)Nc2ccc(OC)nc2)c1	0.9	-1	1	-13	0	-8	-2	104	-5	4.1
CNC(=O)c1nnn(-c2ccccc2)c1C(=O)NC	-1.4	x	4	-6	-1	-6	-5	x	0	0.6
Oc1ccc(-c2nccs2)cc1	0.6	4	4	2	0	0	-4	101	2	-1.5
COc1ccc(CN2CCNC(=O)C2CC(=O)O)cc1OC (centres undefined)	0.3	x	0	-17	x	-1	-6	107	-1	-0.9
CCOC(=O)C1=C(O)C(=O)C(C(=O)OCC)C1 (centres undefined)	-0.9	-5	0	-7	0	-4	-3	97	-1	0.5
Cc1ccc(SCc2cc(=O)[nH]c(N3CCN(C)CC3)n2)cc1	-1.7	-1	-1	4	0	-3	2	112	1	-0.3
COC(CNC(=O)C1CCCN(S(=O)(=O)c2c(C)noc2/C=C/c2cccs2)C1)OC (centres undefined)	x	-2	-2	-7	6	7	2	100	-3	2.0
CCn1c(=O)cc(OCC(=O)Nc2cccnc2)c2ccccc21	-1.9	-3	-5	-3	-1	4	0	x	-2	0.3
Cc1c(NC(=O)CSc2nnc3sc4ccccc4n23)c(=O)n(-c2ccccc2)n1C	-1.4	-3	-3	-7	1	20	-1	101	-1	-1.8
O=C(O)CCCn1nc(C(F)(F)F)c2c1CCCCC2	-2.0	-7	-4	7	-1	35	1	x	-1	-1.4
CC(=O)N1CCc2cc(S(=O)(=O)NCCC(=O)Nc3cccc(C)c3)ccc21	x	10	8	4	2	10	-2	93	2	-0.4
COC(=O)CNC(c1ccccc1)c1cc(Br)ccc1N (centres undefined)	0.1	x	0	1	-1	-16	-1	108	-7	0.2
CCn1c(SCC(=O)NC2CCCC2)nnc1-c1c[nH]c2ccccc12	0.0	0	13*	-7	x	-2	0	95	1	1.8
COc1ccc(/C=C2/C(=O)N(c3ccccc3)N=C2C)cc1	x	x	5	x	12	2	x	110	x	x
CC(C)(C)NC(=O)/C(=C\c1ccccc1F)NC(=O)c1ccc([N+](=O)[O-])cc1	-1.4	70*	-4	-4	2	5	-5	90	1	0.9
CCN(Cc1ccccc1)C(=O)c1cc(-c2ccc(OC)c(OC)c2)nc2ccccc12	-1.1	-2	2	-7	-7	-10	-5	101	-1	1.4
Cc1ccc(/C=C2\SC(=S)N(CCC(=O)NNS(=O)(=O)c3ccc(C)cc3)C2=O)cc1	-0.3	0	2	12	0	38	-1	95	1	1.0
Cn1c(=O)n(C)c2cc(S(=O)(=O)NCCOCCO)ccc21	-1.9	-2	-1	-6	-4	22	-2	87	0	-1.4
N#CC(C(N)=O)=C1CCCCC1	-0.7	x	2	x	-1	44	1	97	x	0.2
CN(C)Cc1c(C(=O)N/N=C/c2ccco2)nnn1-c1nonc1N	-1.6	-5	0	3	2	18	-5	99	2	0.7
O=C(Nc1ccc(F)cc1)N1CCCN(c2ccc(C(F)(F)F)cn2)CC1	-3.0	x	1	x	-1	9	7	99	x	0.6
COCCSc1nnc(NC(=O)C2CCCO2)s1 (centres undefined)	-2.5	-4	-2	2	0	0	-4	103	-1	0.3

Other records.
SMILES	CAL PDZ FP-1	CAL PDZ FP-2	V-ATPase pHluor	Cardiac RTF inh	NSD2 inh	Arr AP2 block	Keap1-Nrf2 PPI	DSG3 Ab inh	DAGLB inh	LANA DNA inh
O=c1c2cc(Cl)ccc2nc(-c2ccc([N+](=O)[O-])cc2)n1O	x	1	10	9	4	2	-3	97	-11	0.1
CN(C)CCN(Cc1ccccc1)c1ccccn1	0.9	-3	0	11	x	4	-3	101	1	-0.8
Cc1ccc(-c2nnc(CSc3nnc(COc4ccccc4)n3-c3ccc(C)cc3)o2)cc1	-0.7	0	2	5	x	-4	3	106	-1	0.9
Cc1ccc(C)c(NC(=O)c2ccc3ccccc3n2)c1	0.2	1	-3	-4	31	-6	1	99	-17	2.4
Cc1c(N2C(=O)/C(=C/c3ccccc3)SC2=S)c(=O)n(-c2ccccc2)n1C	-0.1	-6	1	2	0	30	1	89	0	0.1
